hcDAF12 agonist = H. contortus DAF-12 activation, primary screen | AID 652067 | HEK293 hcDAF-12 lit1-tk-luc reporter, luminescence; 0% DMSO, 100% Δ7-dafachronic acid | 370,000 compounds, 1.4% hits | activation, % at 6.8 µM;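 active = activation above the mean of all tested compounds plus 3 SD, cut at about 5.5% in these data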;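 also: 100% = response to 3 µM Δ7-dafachronic acid high control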
GC-B act = GC-B (human) receptor activation. P20594. HEK293-GC-B cells, CNP EC30, cGMP TR-FRET; 0% at EC30 CNP, 100% saturating CNP. activation, % at 10 µM. 370,000 compounds, 0.11% hits;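 active = activation at 10 µM reaching about 35% in either raw or pattern-adjusted values, limit read from the data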
HGIII-sPLA2 inh = Blocks human group III sPLA2 activity. QFRET BODIPY PC-A2 liposome hydrolysis, fluorescence. inhibition, % at 12.2 µM. 370,000 compounds, 0.56% hits. AID 743126;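 active = inhibition above mean plus 3 SD of compounds lying within the high and low control bounds, cut at about 19% in these data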;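 also: 0% = median of test compound wells and 100% = no enzyme DMSO wells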
Target sequence (Q9NZ20 whole entry, looked up): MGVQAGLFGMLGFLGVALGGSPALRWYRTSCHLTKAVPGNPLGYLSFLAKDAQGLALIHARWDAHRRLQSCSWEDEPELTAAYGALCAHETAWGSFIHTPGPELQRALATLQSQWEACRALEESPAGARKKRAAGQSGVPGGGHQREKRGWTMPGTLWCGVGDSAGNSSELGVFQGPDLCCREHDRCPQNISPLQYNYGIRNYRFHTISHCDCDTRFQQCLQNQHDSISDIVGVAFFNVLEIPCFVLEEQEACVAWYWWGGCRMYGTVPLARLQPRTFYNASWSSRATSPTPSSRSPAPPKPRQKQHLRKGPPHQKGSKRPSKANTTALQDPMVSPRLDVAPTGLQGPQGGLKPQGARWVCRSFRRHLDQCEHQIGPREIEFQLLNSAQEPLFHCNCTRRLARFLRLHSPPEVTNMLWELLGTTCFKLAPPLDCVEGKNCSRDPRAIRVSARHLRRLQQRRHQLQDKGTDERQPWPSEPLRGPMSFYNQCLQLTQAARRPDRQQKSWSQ
DAX1 inh-1 = inhibits human nuclear receptor DAX1. P51843. AID 504766. HEK293 Gal4-DAX1 luciferase reporter, luminescence. inhibition, % at 6.75 µM. 340,000 compounds, 0.99% hits;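 active = inhibition above the mean over all tested compounds plus 3 SD, cut at about 4.2% in these data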;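 also: 0% = DAX1-transfected cells with DMSO and 100% = empty-vector control cells with DMSO; inhibition shows as a rise in luminescence from relieved DAX1 repression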
Target sequence (P51843 207-470 limits assumed): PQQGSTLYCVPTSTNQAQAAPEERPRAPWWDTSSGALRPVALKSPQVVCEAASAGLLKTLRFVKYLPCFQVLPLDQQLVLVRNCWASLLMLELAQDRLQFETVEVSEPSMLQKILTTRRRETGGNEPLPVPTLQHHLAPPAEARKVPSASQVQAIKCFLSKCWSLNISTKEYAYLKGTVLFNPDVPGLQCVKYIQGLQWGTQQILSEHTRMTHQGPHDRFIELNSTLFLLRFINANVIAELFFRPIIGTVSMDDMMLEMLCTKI
ssDAF-12 act = activators of S. stercoralis DAF-12 nuclear receptor | 370,000 compounds, 1% hits | HEK293 ssDAF-12/GRIP1 lit1-tk-luc reporter, luminescence; % of 3 µM dafachronic acid response | activation, % at 6.8 µM;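 active = activation above the mean over all tested compounds plus 3 SD, cut at about 0.9% in these data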;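 also: 0% = DMSO-only wells and 100% = 3 µM delta7-dafachronic acid wells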
SMARCA2 act = increases SMARCA2 function in MMTV reporter cells. activation, % at 9.1 µM. 370,000 compounds, 1% hits. MG213 cells, MMTV-luciferase reporter, dexamethasone, overnight; in the data active = activation above about 7.8%;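 also: 0% = vehicle wells and 100% = reference activator wells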
hgDAF12 agonist = hgDAF-12 agonism, primary luciferase screen; 370,000 compounds, 1.8% hits; HEK293 GAL4-hgDAF12 UAS-luciferase reporter, agonist luminescence; normalized to butyrate control; activation, % at 6.8 µM; AID 687014;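 active = activation above a cutoff set at the mean of all screened compounds plus 3 SD, cut at about 10% in these data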;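 also: 0% = DMSO wells and 100% = sodium butyrate wells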
GAA850 FXN act = frataxin GAA850 promoter activation; HEK293 lucGAA850 FXN promoter luciferase reporter, 24 h; percent of 10 µM SAHA response; activation, % at 6 µM; 360,000 compounds, 0.56% hits; AID 540364;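 active = activation above the average of all compounds screened plus 3 SD, cutoff fixed separately per campaign, cut at about 7.5% in these data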;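 also: 0% = DMSO wells and 100% = 10 µM SAHA wells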
NPR1 activator = GC-A (human) enzyme activation. activation, % at 10 µM. P16066. 370,000 compounds, 0.14% hits. HEK293 GC-A cells, cGMP TR-FRET, EC30 ANP; 0% at EC30 ANP, 100% saturating ANP; in the data active = activation above about 40%
KLK7 zymogen act = proKLK7 (human) activation, primary screen; P49862; purified proKLK7, EDANS-DABCYL substrate fluorescence; 100% is mature enzyme control, 0% vehicle; activation, % at 7 µM; 370,000 compounds, 0.9% hits; AID 652039;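 active = activation above the mean of all tested compounds plus 3 SD, computed per campaign excluding outliers beyond control limits, cut at about 13% in these data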
Target sequence (P49862 whole entry, looked up): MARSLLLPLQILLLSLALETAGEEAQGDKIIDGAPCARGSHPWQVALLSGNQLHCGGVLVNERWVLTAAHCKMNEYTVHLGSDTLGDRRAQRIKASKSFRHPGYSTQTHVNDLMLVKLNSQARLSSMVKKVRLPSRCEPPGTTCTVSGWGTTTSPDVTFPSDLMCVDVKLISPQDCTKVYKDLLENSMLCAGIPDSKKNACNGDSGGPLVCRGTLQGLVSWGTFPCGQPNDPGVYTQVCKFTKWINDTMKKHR
DAX1 inh-2 = DAX1 (NR0B1) inhibition, primary screen; HEK293T StAR-luciferase reporter, SF-1/DAX-1 repression relief; inhibition, % at 6.8 µM; 370,000 compounds, 1.1% hits; AID 652010;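 active = inhibition above the mean over all tested compounds plus 3 SD, cut at about 3.6% in these data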;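 also: 0% = DAX-1 cells with DMSO and 100% = cells lacking DAX-1 with DMSO; higher inhibition means more luminescence from relief of DAX-1 repression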
Numbers without * were called inactive; . = not tested or not shown.

SMILES	hcDAF12 agonist	GC-B act	HGIII-sPLA2 inh	DAX1 inh-1	ssDAF-12 act	SMARCA2 act	hgDAF12 agonist	GAA850 FXN act	NPR1 activator	KLK7 zymogen act	DAX1 inh-2
Cc1cc2oc(C(=O)NCCc3ccc(S(N)(=O)=O)cc3)c(C)c2cc1C	-3.0	1	-1	1.4	-1.8	0	3.1	-1.0	-3	-0.5	-0.2
CCOC(=O)c1cc[n+](CC(=O)c2ccc(F)cc2)cc1	4.0	3	7	-0.4	-0.4	-3	0.4	-0.4	2	-17	0.2
c1ccc2c(c1)nc1n2CCC1	-1.6	-1	15	0.7	-1.0	-3	-1.8	-2.1	0	-0.6	-1.4
CC(C)(C)c1cc(NC(=O)c2c(F)cccc2Cl)n(-c2ccccc2)n1	0.2	-4	5	4.5*	-1.3	-3	-1.3	1.5	-5	0.4	-0.5
Cc1cc(OCc2ccc(C(=O)NN=C3CCCC3)cc2)ccc1Cl	9.9*	2	-5	0.5	-0.2	2	7.6	1.8	9	0.1	0.2
Cc1ccc(Cl)cc1NC(=O)C1CCN(S(C)(=O)=O)CC1	-2.0	0	1	.	-1.5	-1	3.3	2.2	-1	-0.3	0.2
COc1ccc(N/C(=N\c2nc(C)cc(C)n2)NC(C)=O)cc1OC	-1.9	-9	-2	0.8	-0.8	-4	0.1	-0.2	-24	0.5	0.1
Cc1cc(C)c(NC(=O)C2CCN(c3cnccn3)CC2)c(C)c1	-1.7	-6	2	-0.7	-1.2	-1	0.3	-0.5	0	0.2	0.8
CCOC(=O)CSc1nc2ccccc2c(=O)n1CC1CCC(C(=O)NCc2ccco2)CC1 (stereo not given)	-0.1	4	14	0.8	-1.2	-2	2.9	0.8	-2	-0.1	-0.5
Cc1cccc(N2CC(C)Cn3c2nc2c3c(=O)[nH]c(=O)n2C)c1 (stereo not given)	-1.9	-4	3	-1.3	-1.0	-1	-1.9	1.5	-6	0.2	-0.3
CCOC(=O)c1sc(-c2ccc(Cl)cc2)nc1O	-0.1	-2	3	1.8	-0.1	0	-1.9	-0.6	2	-1.0	-0.6
CC(C)NC(=O)CN1C(=O)C(C)(C)Oc2ccc(C(=O)NC3CCCCC3)cc21	-0.3	-1	1	-1.3	-1.6	-2	3.3	-0.2	2	-0.7	0.1
CCN(c1cccc(C)c1)S(=O)(=O)c1cn(CC(=O)OC)c2ccc([N+](=O)[O-])cc12	-0.1	3	9	-0.4	-1.2	-2	-3.0	-0.1	-3	-0.1	-0.2
COc1cc(/C=C/C(=O)Nc2nnc(CC(C)C)s2)cc(OC)c1OC	-0.4	-5	2	-0.8	-1.7	-3	-0.8	1.1	-1	-3.3	-0.6
O=C(NCC1CCN(C(=O)C(=O)c2cccs2)CC1)c1ccc2c(c1)CCO2	-1.4	3	17	.	-0.5	-4	1.3	.	-1	-0.2	0.0
COc1ccc(-c2sc3cc4c(cc3c2-c2ccc(OCCN3CCOCC3)cc2)OCO4)cc1	-1.3	5	5	0.6	-1.1	-3	1.1	-1.1	2	-0.4	0.6
COc1ccc(S(=O)(=O)N2CCCC2)c(Cl)c1Cl	-1.9	-1	-1	-1.0	-1.4	0	-5.5	3.5	-9	0.3	-0.4
COC(=O)c1ccc(CNC(=O)Cn2cnc3c(NCc4ccccc4)ncnc32)cc1	-3.5	2	2	-1.1	-1.4	-2	-3.9	-3.2	4	-0.1	-0.6
N#Cc1ccc(CSc2nnc(-c3cccs3)n2-c2ccccc2)cc1	-1.4	-13	-4	-0.4	-1.3	0	-3.3	0.2	-16	0.6	-1.1
CC(=O)Nc1nc(C)c(Oc2ccc(Cl)cc2)c(=O)[nH]1	-1.4	-5	-1	0.5	-1.0	1	-1.9	-1.0	1	0.4	-0.1
COc1ccc(C)cc1S(=O)(=O)NC1CCCCC1	-1.2	-6	-4	-0.8	-0.8	-2	-0.5	-1.5	-8	0.1	1.0
COCCNC(=O)c1cc2nc(-c3ccc(F)cc3)cc(C(F)(F)F)n2n1	-1.6	6	3	-0.1	-0.6	0	6.1	1.0	5	0.8	1.6
CC1=CC2=NC(=O)/C(=C\c3cc(C)n(-c4ccccc4F)c3C)C(=N)N2O1	-3.3	-6	3	-2.5	-1.0	-4	5.3	2.2	-7	1.5	-0.5
COc1nnc(-c2ccc(N3CCCCC3)c(NC(=O)C3CCCCC3)c2)c2ccccc12	-0.2	4	-3	0.2	-1.2	-2	3.9	1.5	4	-0.2	-0.6
N/C(=N\NC(=O)Nc1ccccc1)c1ccccn1	7.7*	0	11	.	0.2	0	4.8	1.7	4	-0.5	2.5

Next part
SMILES	hcDAF12 agonist	GC-B act	HGIII-sPLA2 inh	DAX1 inh-1	ssDAF-12 act	SMARCA2 act	hgDAF12 agonist	GAA850 FXN act	NPR1 activator	KLK7 zymogen act	DAX1 inh-2
Cc1ccccc1CSc1nc(C(C)(C)C)cc(=O)[nH]1	-1.9	2	2	.	0.2	-1	-1.0	2.6	-7	0.3	0.2
CC1=NC(C(F)(F)F)(C(F)(F)F)C(C#N)=C(C)N1	-1.1	2	1	1.8	-0.9	-3	0.7	1.1	1	-0.9	0.4
O=C(Nc1nnc(S(=O)(=O)N2CCOCC2)s1)c1cccc(Br)c1	-1.3	0	-6	1.6	-0.6	4	1.9	3.6	5	0.5	-0.2
COc1ccc(OCCC(=O)NCC23CC4CC(CC(C4)C2)C3)cc1	-0.8	0	-9	-0.5	-0.9	-1	0.0	5.7	5	1.0	0.0
Cc1cc2nc(CSc3ccccc3)cc(=O)n2[nH]1	-0.8	-1	3	.	-0.9	-2	-0.2	2.1	1	-0.1	0.3
COc1ccc(OC)c(-n2c(CNC3CCN(Cc4ccccc4)CC3)nc3ccccc3c2=O)c1	-2.5	4	-9	0.9	-2.0	-2	-2.0	-1.8	4	0.1	0.0
Cc1ccc(-c2cn3c(=O)cc(C)[nH]c3n2)cc1	2.2	-1	4	-0.5	0.2	5	8.6	3.1	6	5.2	2.6
CN(CC(=O)Nc1cccc(F)c1)C(=O)/C=C/c1ccc2ccccc2n1	4.7	-2	-3	0.1	-0.6	0	0.9	0.7	-1	0.2	-2.4
C/C(Cn1nc([N+](=O)[O-])cc1C)=N\NC(=O)COc1ccccc1[N+](=O)[O-]	-0.3	2	-4	-1.3	-1.9	1	-1.3	2.2	0	0.1	-0.2
O=C(Nc1nncs1)C(Sc1ccccc1)c1ccccc1 (stereo not given)	0.0	0	-6	1.6	-1.7	-2	-2.6	2.0	1	0.2	-0.1
COc1cc2cc(C(=O)N/N=C/c3ccccc3Cl)[nH]c2cc1OC	-1.6	3	-10	-1.9	-1.4	1	0.5	-0.9	3	1.6	-0.3
Cn1cnc2c(oc3ccccc32)c1=O	1.0	-2	5	0.6	-0.6	-3	1.6	0.5	4	-0.4	-0.4
CC12CCC(C/C1=N\N=C1\NC(=O)/C(=C\c3ccc(Cl)cc3)S1)C2(C)C (stereo not given)	-1.2	1	5	-1.1	-0.8	0	0.9	1.0	-5	-0.5	-0.4
O=C(NCc1ccccn1)C1CCCN(S(=O)(=O)c2cccc3nsnc23)C1 (stereo not given)	-0.3	1	3	-0.1	-0.9	-1	-1.2	-0.4	2	0.2	-0.3
CCOc1ccccc1Nc1ncnc2c1cnn2-c1ccccc1	-0.7	-8	13	0.2	-0.9	-2	-2.8	-3.5	-2	0.3	-0.4
N=c1oc2ccc(Br)cc2cc1C(=O)NCc1ccccc1	1.1	8	5	0.6	-0.7	2	-1.2	0.4	3	-0.3	0.1
CC1=C(C(=O)OC(C)(C)C)C(c2ccco2)C(C#N)=C(N)O1 (stereo not given)	-0.8	0	-73	1.1	-1.9	3	-1.4	0.5	-1	0.9	0.0
COc1ccc(NC(=S)N2CCCC2)cc1	-0.4	1	2	0.4	-0.9	-2	0.1	2.6	-2	0.1	0.4
COC(=O)C[C@H]1CC[C@@H]2[C@@H](COc3ccc(NC(=O)C4CCCCC4)cc3C(=O)N2C)O1	-1.5	16	5	.	-0.7	-3	10	.	0	-0.4	-0.1
O=C(NCc1nc2ccccc2[nH]1)C1=C[C@H](c2ccc(Br)cc2)C[C@H](OCc2ccc(CO)cc2)O1	2.8	-1	-29	0.8	-1.2	-1	-0.4	-1.0	-5	-0.2	-0.3
O=C(/C=C/c1ccccc1)Oc1ccc(C(=S)N2CCOCC2)cc1	0.6	-1	6	-0.7	-1.0	2	-0.5	2.1	1	-0.5	0.6
CC1(C(=O)NCc2cccs2)Cc2c(-c3ccccc3)ccnc2O1 (stereo not given)	-1.9	-4	-2	.	-1.7	-3	-1.9	-6.8	-2	-0.1	-5.0
O=C(NCC1CCCO1)c1c(O)c2cccc3c2n(c1=O)CCC3 (stereo not given)	-1.3	-4	3	-0.7	-0.6	-2	-0.6	2.1	0	0.1	-0.2
Cc1cccc(C)c1NC(=O)CN(C)C(C)C(=O)NCC(=O)Nc1ccc(F)c(F)c1F (stereo not given)	-0.1	6	3	-0.7	-0.7	1	-0.1	-0.8	-1	0.0	-1.2
NS(=O)(=O)c1ccc(S(=O)(=O)N2CCCC2)cc1	-1.1	-2	-3	0.6	-1.1	-4	0.3	-1.3	0	-0.5	-0.1

Only KLK7 zymogen act, for 2 of the compounds above:
smiles | KLK7 zymogen act
COC(=O)c1ccc(CNC(=O)Cn2cnc3c(NCc4ccccc4)ncnc32)cc1 | -0.1
N#Cc1ccc(CSc2nnc(-c3cccs3)n2-c2ccccc2)cc1 | 0.6

Further results follow:
SMILES	hcDAF12 agonist	GC-B act	HGIII-sPLA2 inh	DAX1 inh-1	ssDAF-12 act	SMARCA2 act	hgDAF12 agonist	GAA850 FXN act	NPR1 activator	KLK7 zymogen act	DAX1 inh-2
COc1cnc(-c2ccccc2)nc1OC	-1.2	2	5	0.0	-1.1	2	1.2	1.7	3	0.0	0.1
CCOc1ccccc1NC(=O)NC(=O)N(C)S(C)(=O)=O	0.2	2	-8	2.3	-1.4	-4	4.6	2.6	4	0.1	0.2
Cc1ccc(C)c(Oc2cc(NN3CCCCC3)c([N+](=O)[O-])cc2[N+](=O)[O-])c1	-0.2	7	10	0.7	-1.4	1	-0.6	-0.5	6	-0.6	0.2
CC(=O)N1CCC(C(=O)c2ccc(Cl)cc2)CC1	-1.5	-3	8	-0.5	-0.8	-4	0.1	-0.6	1	-0.5	-0.6
COc1ccc(C(=O)Nc2cccc(S(C)(=O)=O)c2)cc1OC	-1.2	2	-4	1.6	-1.1	0	-1.1	1.4	-1	1.0	0.0
Cc1ccc(-c2c(C)n([O-])c3c([n+]2=O)CCCC3)cc1	-2.3	5	-2	3.0	-1.1	0	3.4	0.6	3	0.6	-0.4
O=C(N/N=C/C1CC2CCC1C2)c1c[nH]c2ccccc12 (stereo not given)	5.7*	-11	0	0.4	0.7	5	5.9	3.7	3	0.3	0.7
C=CCN1C(=O)[C@H](CC(=O)NCC2CCCCC2)[C@@]2(C(=O)OCC)CCCC=C12	-2.2	0	5	.	-1.2	-3	-4.2	.	0	0.8	-0.8
CN(C(=O)CSc1nncn1C)C1CCCN(Cc2ccccc2F)C1 (stereo not given)	-1.9	1	2	0.4	-0.4	1	0.2	2.2	2	-0.1	-1.1

Assay outcomes deposited in PubChem by several laboratories.
